# LmPK inhibitor: blocks Leishmania mexicana pyruvate kinase activity. Q27686. purified LmPK, Kinase-Glo ATP luminescence, 1 h. Potency, µM (series often up to 57.5 µM), without a hit: at the top dose activity change, negative = inhibition, hits mostly inhibitors. 290,000 compounds, 0.37% hits. AID 1721; note: potency is the fitted concentration of half-maximal effect
# Target sequence (Q27686 whole entry, looked up): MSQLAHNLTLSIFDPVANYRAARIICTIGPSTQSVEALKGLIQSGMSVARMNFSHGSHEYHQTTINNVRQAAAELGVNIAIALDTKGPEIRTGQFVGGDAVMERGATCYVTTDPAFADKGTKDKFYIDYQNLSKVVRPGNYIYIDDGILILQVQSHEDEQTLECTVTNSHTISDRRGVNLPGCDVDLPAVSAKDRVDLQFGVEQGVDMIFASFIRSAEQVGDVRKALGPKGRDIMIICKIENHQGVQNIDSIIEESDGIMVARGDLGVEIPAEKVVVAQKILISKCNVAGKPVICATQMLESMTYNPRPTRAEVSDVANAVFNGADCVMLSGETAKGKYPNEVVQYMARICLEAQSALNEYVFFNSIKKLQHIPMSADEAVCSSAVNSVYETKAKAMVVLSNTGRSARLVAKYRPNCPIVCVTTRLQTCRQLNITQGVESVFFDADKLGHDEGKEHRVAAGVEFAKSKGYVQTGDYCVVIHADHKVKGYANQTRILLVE
#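 qHTS format; LmPK 0.1 nM; substrates PEP 0.5 mM and ADP 0.1 mM. One-hour room-temperature incubation, then coupled luciferase luminescence; 0.5 nM enzyme wells mark activation.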
# AmpC inh no detg: blocks E. coli AmpC beta-lactamase in detergent-free assay; 330,000 compounds, 0.52% hits; AmpC nitrocefin hydrolysis, absorbance 480 nm, 0.0001% Triton; P00811; Potency, µM (top dose mostly 57.1 µM), inactives show at the top dose activity change, negative = inhibition, hits mostly inhibitors; AID 485341;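 note: potency is the fitted concentration of half-maximal effect; plate controls were no compound for no effect and no enzyme for full effect; nearly all actives have a fitted effect of over 20% in size; some results filed as inactive show a strong effect at the top dose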
# Target sequence (P00811 whole entry, looked up): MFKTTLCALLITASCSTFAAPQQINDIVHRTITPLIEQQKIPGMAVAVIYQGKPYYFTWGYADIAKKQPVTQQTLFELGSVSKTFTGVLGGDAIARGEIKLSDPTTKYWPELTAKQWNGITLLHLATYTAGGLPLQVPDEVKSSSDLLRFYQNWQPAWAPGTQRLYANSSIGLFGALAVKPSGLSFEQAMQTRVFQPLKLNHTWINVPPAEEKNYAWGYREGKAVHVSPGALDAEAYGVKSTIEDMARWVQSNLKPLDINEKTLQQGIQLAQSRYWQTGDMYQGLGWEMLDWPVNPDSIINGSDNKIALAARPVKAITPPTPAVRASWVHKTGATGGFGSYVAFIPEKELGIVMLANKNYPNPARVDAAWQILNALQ
#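 AmpC (5.3 nM in the dispensed reagent) in 20 mM phosphate pH 7.0 with 0.01% (detergent screen) or 0.0001% Triton X-100 was preincubated with compounds for 15 min at room temperature. Nitrocefin was then added from an 800 uM solution, and hydrolysis was followed at 480 nm.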
# Tb PYK inh: blocks Trypanosoma brucei pyruvate kinase; 410,000 compounds, 0.12% hits; AID 624173; Potency, µM (top dose mostly 76.8 µM), inactives show at the top dose activity, negative = inhibition, usual class: inhibitors; TbPYK enzyme, Kinase-Glo Plus ATP luminescence, 45 min; note: potency is the fitted concentration of half-maximal effect; nearly all actives have a fitted effect of over 50% in size
#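 Readout: single end-point luminescence (Kinase-Glo Plus, 10 min). Reaction conditions were TbPYK/substrate plus 130 uM ADP, 45 min at RT, pH 7.2 TEA buffer. No-enzyme wells served as controls, and data were normalized before concentration-response fitting.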
# AmpC inh detg: blocks E. coli AmpC beta-lactamase in detergent assay; P00811; AmpC hydrolysis of nitrocefin, absorbance 480 nm, 0.01% Triton; Potency, µM (series often up to 114 µM), for the others: at the highest dose activity change, negative = inhibition, most hits filed as inhibitors; 370,000 compounds, 0.041% hits; AID 485294;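 note: potency is the fitted concentration of half-maximal effect; 0% = no-compound wells and -100% = no-enzyme wells; nearly all actives have a fitted effect of over 25% in size; some results filed as inactive show a strong effect at the top dose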
#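 AmpC (5.3 nM in the dispensed reagent) in 20 mM phosphate pH 7.0 with 0.01% (detergent screen) or 0.0001% Triton X-100 was preincubated with compounds for 15 min at room temperature. Nitrocefin was then added from an 800 uM solution, and hydrolysis was followed at 480 nm.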
# AMA1-RON2 inh: AMA1-RON2 (P. falciparum) interaction inhibition; Potency, µM (top dose mostly 58.2 µM), inactives show at the highest dose activity change, negative = inhibition, most hits filed as inhibitors; AID 720542; 360,000 compounds, 0.2% hits; AlphaScreen AMA1-biotinylated RON2 peptide binding;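 note: potency is the fitted concentration of half-maximal effect; 0% = vehicle wells and -100% = peptide control; nearly all actives have a fitted effect of over 45% in size; some results filed as inactive show a strong effect at the top dose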
#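 AMA1 (3D7) with his tag at 25 nM final met compounds first, then biotinylated RON2 peptide at 25 nM; detection used donor plus acceptor beads, 10 µg/mL apiece, read by AlphaScreen after 30 min at room temperature.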
# HCMV antiviral: human cytomegalovirus inhibition; AID 1259415; 410,000 compounds, 4.5% hits; HFF cells, HCMV-luciferase reporter, 72 h; stronger effect = lower value; activity change, negative = inhibition, % at 57.5 µM; in the data active = activity change below about -60%; inconclusive = no clear call, values can overlap the other calls; inactive = above about -39%
#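 Human foreskin fibroblasts infected with luciferase-reporter HCMV at MOI 1 PFU/cell, compounds at two doses. Luciferase measured 72 h post infection; normalized to buffer-only basal and Salinomycin (10uM) controls.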
# Sm TGR block: inhibitors of Schistosoma mansoni thioredoxin glutathione reductase | Q962Y6 | purified TGR, DTNB reduction, TNB absorbance 405 nm | Potency, µM (doses to about 114 µM), without a hit: at the highest dose activity change, negative = inhibition, most hits filed as inhibitors | 360,000 compounds, 3% hits; note: potency is the fitted concentration of half-maximal effect; nearly all actives have a fitted effect of over 60% in size
#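 Kinetic colorimetric format: TGR-catalysed, NADPH-driven DTNB reduction monitored via TNB absorbance. Enzyme dispensed at 20 nM; compound exposure 15 min at room temperature before reaction start.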
# An asterisk follows results filed as active; ? = inconclusive; . = no result given; [ ] = dose if it differs, or a comment. Unless noted, calls come from the whole dose curve; as a rule, active = well fitted curve in the direction sought with a large enough effect; inconclusive = small, poorly fitted or top-dose-only effect, or another doubt; inactive = no such curve, though single readings can be large; an effect the other way counts as inactive or inconclusive. Unless noted, % is set by controls: 0 for no effect and ±100 for the full control effect.
SMILES,LmPK inhibitor,AmpC inh no detg,Tb PYK inh,AmpC inh detg,AMA1-RON2 inh,HCMV antiviral,Sm TGR block
Cc1nn(CCC#N)c2nc(C(F)(F)F)[nH]c(=O)c12,-1%,-7%,6%,?,-3%,-3,-3%
Cc1ccc2nc3n(c(=O)c2c1)-c1cc(Cl)ccc1C(=O)NC3Cc1ccccc1 (stereo not given),.,-23%,.,1%,.,3,-7%
Cc1nn(-c2ccccc2)c(N)c1N=Nc1ccc2ccccc2c1,0%,23%,-1%,-6%,22µM*,124,18%
OCCCCCCNc1ccc(CCO)cc1,.,.,1%,.,3%,-10,.
CC(Oc1ccccc1Cl)C(=O)Nc1ccccc1C(=O)N1CCOCC1 (stereo not given),6%,11%,2%,?,12%,13,0%
CC(C)NCC(=O)NC12CC3CC(CC(C3)C1)C2,3%,-5%,-1%,1%,-11%,-15,7%
Cc1cc(N2CCCCC2)nc2ccc(NC(=O)c3ccc(Br)o3)cc12,1%,6%,6%,2%,-11%,-9,-26%
O=C(NC1CCN(C(=S)NCCc2ccccc2)CC1)C1CC1,2%,-6%,1%,1%,-2%,4,-13%
CCn1c(CC(=O)Nc2ccc(Cl)c(Cl)c2)nnc1SCc1ccc(C)cc1,-2%,-15%,-7%,?,6%,-24,-1%
Oc1c(C(c2cccs2)N2CCC3(CC2)OCCO3)sc2ncnn12 (stereo not given),12%,-11%,-3%,?,11%,-33,-18%
CCc1cccc(NC(=O)CN(C)S(=O)(=O)c2cnc[nH]2)c1,-1%,-18%,0%,8%,6%,-26,0%
CC(=O)Oc1ccc2c(c1)C(=O)c1ccccc1C2=O,-7%,-26%,-1%,4%,-15%,85,5%
O=C(NCc1ccccc1)C(c1ccc(F)cc1)N(Cc1ccc2c(c1)OCO2)C(=O)Cn1nnc(-c2cccs2)n1 (stereo not given),4%,-39%,4%,3%,19%,-14,0%
COc1ccc(N2CCN(C(=O)C3CCN(S(=O)(=O)N4CCOCC4)CC3)CC2)cc1,4%,52%,-5%,?,-3%,-3,3%
CCCN1CCC[C@@H]2Cc3nc(N)ncc3C[C@H]21,.,.,1%,.,100%[activator],57,.
CC(C)NS(=O)(=O)c1ccc(Br)c(C(=O)OC(C)C(=O)NC2CCCCC2C)c1 (stereo not given),.,1%,1%,-10%,9%,-19,-11%
O=C(O)CC(NC(=O)C(c1ccccc1)c1ccccc1)c1ccco1 (stereo not given),0%,-19%,-5%,?,-1%,10,-9%
COc1ccc2c(c1OC)C(=O)N1N=C(c3ccc(-c4ccccc4)cc3)CC21 (stereo not given),6%,-15%,1%,2%,-1%,?,-5%
CC(C)NC(=O)c1ccc2c(c1)S(=O)(=O)c1ccccc1C2=O,2%,-10%,-12%,1%,1%,-25,-15%
O=C(C1COc2ccccc2O1)N1CCN(S(=O)(=O)c2ccccc2)CC1 (stereo not given),-5%,-3%,-6%,-1%,-6%,-18,13%
CCCCCn1c(=O)c(-c2nc3ccccc3c(=O)[nH]2)c(O)c2ccccc21,-6%,-14%,.,4%,.,.,5%
COc1cccc(OC)c1OCCOc1ccc(C(=O)c2ccccc2)cc1,0%,-22%,-9%,3%,8%,-66*,1%
O=[N+]([O-])c1cc(S(=O)(=O)C(F)(F)F)ccc1N1CCN(c2ccccc2)CC1,0%,-34%,7%,-7%,?,50,-3%
CN(C)C(=O)CCc1ccc2c3c([nH]c2c1)[C@]1(C)[C@@H](C(=O)N2CCOCC2)C[C@H](CC(=O)NCCN2CCOCC2)C(=O)N1CC3,.,-4%,-1%,.,0%,24,.
CC(=O)c1c(C)[nH]c(C(=O)Nc2cccc3ccccc23)c1C,-3%,-48%,0%,-6%,-14%,43,-12%
CN1C(=O)/C(=C/c2cc3c(cc2Br)OCO3)NC1=S,-1%,177%[activator],2%,0%,4%,-33,-17%
COc1ccccc1CC(=O)Nc1ccc2nc(N3CCC(C)CC3)cc(C)c2c1,.,.,5%,9%,.,-7,-2%
COc1ccc(-n2c(=O)c3c(c4cc(OC)ccc4n3C)n(CC(=O)NCC3CCCO3)c2=O)cc1 (stereo not given),.,.,0%,2%,.,16,-1%
S=C1N(c2ccccc2)CN(CCN2CCOCC2)CN1c1ccccc1,0%,-20%,0%,4%,3%,0,7%
Fc1ccccc1Nc1nc(Cl)nc(Cl)n1,-10%,-15%,-19%,6%,6%,17,4%
CCS(=O)(=O)c1ccc2c(c1)N(S(C)(=O)=O)CC(C(=O)NC1CC1)O2 (stereo not given),-3%,-19%,5%,?,-6%,7,-27%
O=c1c(Cl)c(Cl)cnn1Cc1nnc(-c2ccccc2Br)o1,10%,-40%,4%,?,6%,-99*,6.3µM*
COC(=O)c1ccc(NC(=S)NC2CCc3ccccc32)cc1 (stereo not given),1%,-23%,0%,5%,-4%,?,-13%
CCN(CC)C(=O)Cn1nnc2sc(-c3ccccc3)cc2c1=O,.,.,0%,5%,.,2,-3%
NS(=O)(=O)c1ccc(NC(=O)CSc2nc3ccccc3nc2N2CCOCC2)cc1,2%,-28%,-5%,-14%,-1%,-21,5%
O=C(Nc1ccccc1F)N1CCC(NC(=O)C23CC4CC(CC(C4)C2)C3)CC1,1%,0%,-3%,-12%,5%,17,12%
NS(=O)(=O)c1cccc(NC(=O)c2ccno2)c1,4%,-7%,-5%,-1%,-12%,-27,52%[activator]
COC(=O)c1[nH]c2cccc(OC)c2c1NC(=O)CN1CC(C)OC(C)C1 (stereo not given),2%,0%,-2%,?,8%,-19,-12%
COc1cc(/C=C/c2ccc3cccc(O)c3n2)ccc1O,5%,-38%,2%,-13%,93%[activator],86,-3%
Cc1ccc(C)c(N2CCN(C3CCCCC3NS(=O)(=O)c3ccccc3)CC2)c1 (stereo not given),-1%,2%,4%,-8%,3%,.,-16%
Cc1ccc(-c2nn(CC(=O)NCc3ccccc3)c3c2cnc2ccc(F)cc23)cc1C,.,.,4%,26%,.,56,0%
CCc1nc2ccc(C(=O)NCCCn3ccnc3)cn2c1N(CC)CCN(C)C,.,.,-11%,.,11%,24,.
N/C(=N\OC(=O)Cc1cccs1)c1cccc([N+](=O)[O-])c1,-2%,-24%,0%,?,-10%,21,1%
CC(=O)Nc1ccc(-c2cc(-c3ccc(NC(C)=O)cc3)nc(-c3ccc(NC(C)=O)cc3)n2)cc1,-1%,-47%,-4%,-14%,-10%,-3,-3%
CN1CCN(S(=O)(=O)c2cc([N+](=O)[O-])ccc2N2CCCCCC2)CC1,6%,90%[activator],4%,0%,-2%,-6,11%
COC(=O)c1ccc(Cl)c(-c2ccc(/C=N/NC(=O)Nc3ccccc3)o2)c1,10%,-29%,4%,-18%,-2%,-38,-26%
Cc1ccc(C(C)(C)C)c(SCC(=O)Nc2nnc(C)s2)c1,1%,-27%,-13%,-1%,-7%,?,-9%
CCOC(=O)[C@@H]1[C@H]2COc3ccc(Br)cc3[C@H]2N2C(=O)N(c3cccc(C)c3)C(=O)[C@]12C,.,10%,-8%,.,-7%,47,.
CCOc1cccc(NC(=O)CSc2sc3c(O)cc(=O)[nH]c3c2C#N)c1,-1%,-40%,-12%,0%,-13%,1,?
Cc1ccc(S(=O)(=O)N2CCCC2=O)c(C)c1N(C)S(C)(=O)=O,6%,-13%,-6%,-1%,4%,6,-1%
Cc1ccc(NC(=O)CSCC(=O)N=c2sccn2C)cc1,.,-9%,1%,?,26%,-2,6%
COc1ccc(S(=O)(=O)N2CCN(Cc3ccc4c(c3)OCO4)CC2)cc1,2%,-2%,-1%,-1%,-7%,-17,6%
COc1ccc(S(=O)(=O)N2CCSCC2)cc1C(N)=O,-1%,-10%,-5%,-13%,-6%,7,-10%
O=C(CC1NC(=O)NC1=O)Nc1cccc2ccccc12 (stereo not given),5%,-9%,1%,7%,0%,30,10%
O=C(/C=C/c1ccc2c(c1)OCO2)c1c(O)n(CCC2=CCCCC2)c(=O)[nH]c1=O,-5%,-27%,-13%,-14%,9%,-12,?
CCc1nc(SCc2ccccn2)c2c(=O)n(C)c(=O)n(C)c2n1,1%,-19%,-7%,-6%,-2%,-12,-10%
CCCCCOc1ccc(CSC2=NCCN2)cc1[N+](=O)[O-],1%,3%,-3%,-3%,-7%,9,-7%
